Assay outcomes: PubChem, National Center for Advancing Translational Sciences (NCATS)
TCR act: activates T cell receptor signaling. primary human leukocytes, anti-CD3, IL-2 HTRF, 48 h. Potency, µM (top dose mostly 9.22 µM), for inactives: at the highest dose activation of IL-2 secretion, actives largely listed as activators. 330,000 tested, under 10 active. AID 504894; also: % of control where 0% means no effect
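Using a-CD3 beads without co-stimulation, primary human leukocytes were exposed to compounds for 48 hr. An HTRF IL-2 kit measured the cytokine, with europium-to-d2 energy transfer producing emission at 665nm upon 320nm excitation.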
Giardia killer: Giardia lamblia killing. Giardia lamblia trophozoite viability. activity change, % at 7.66 µM, hits read low. actives 0.15% (n = 340,000); in the data active = activity change below about -80%; inconclusive = between about -30% and that limit;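 also: parasites exposed to compound for two days anaerobically before the ATP read; % is scaled to controls: 0 for no effect and ±100 for the full control effect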
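Trophozoites 100 cells/well + cpd; 48 hrs, 37 deg C, anaerobic. ATPLite 1-Step added, 15-30 min RT, luminescence read (ATP-based viability).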
GALK inhibitor: galactokinase (human) inhibition; Potency, µM (top dose mostly 57.5 µM), without a hit: at the highest dose activity change, negative = inhibition, hits mostly inhibitors; P51570; Purified GALK, Kinase-Glo residual ATP luminescence; actives 0.007% (n = 270,000); also: potency is read from the fitted curve at half-maximal effect; % is scaled to controls: 0 for no effect and ±100 for the full control effect
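Human GALK (5 nM) with 35 uM ATP and 100 uM galactose in 20 mM HEPES pH 8.0, 5 mM MgCl2, 60 mM NaCl, 1 mM DTT, 0.01% BSA. After 1 h at room temperature, leftover ATP was read by Kinase-Glo Plus luminescence.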
KCNH2 WT inh: blocks the wildtype human KCNH2 potassium channel. AID 720551. Q12809. activity change, % at 1.84 µM. actives 0.37% (n = 340,000). U2OS, BacMam KCNH2, thallium flux FluxOr; active compounds read low;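 active = maximum activity change below -70%; inconclusive = maximum activity change between -70% and -50%; inactive = maximum activity change above -50%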; also: % is scaled to controls: 0 for no effect and ±100 for the full control effect
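U2OS cells transduced with wild-type KCNH2 virus are loaded with FluxOr dye for 45 min, and thallium flux is measured in kinetic reads before and after stimulation buffer. Rate constants are normalized to DMSO controls.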
TSHR antag: blocks TSH signaling through the human TSH receptor; P16473; TSHR-expressing cells, TSH-stimulated cAMP HTRF, 2 h; active compounds read low; activity change, negative = inhibition, % at 11.5 µM; actives 0.2% (n = 330,000); AID 504810;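 active = activity change below a set negative limit, meaning inhibition stronger than a set level, cut at about -70% in these data; inconclusive = activity change between two set negative limits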; also: % is scaled to controls: 0 for no effect and ±100 for the full control effect
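TSHR-expressing cells, 200/well, pre-treated with compound, then stimulated with EC80 TSH (4nM final) for 2 hours at 37 deg C. cAMP measured by competitive HTRF: anti-cAMP cryptate antibody in lysis buffer plus cAMP-d2, read after 30 minutes at room temperature.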
AT treatment: candidate therapy for ataxia-telangiectasia | […] A-T fibroblasts, KAP-1 phosphorylation AlphaLISA; neocarzinostatin DNA damage 30 min before lysis | Potency, µM (highest dose often 57.5 µM), inactives show at the highest dose activation, usual class: activators | actives 0.19% (n = 320,000); also: potency is read from the fitted curve at half-maximal effect; % of control where 0% means no effect; nearly all actives have a fitted effect of over 45% in size
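hTERT-immortalized A-T patient fibroblasts ([…]), 500 cells/well in OPTI-MEM, 1% FBS, got compounds for 60 min, then NCS for 30 min at 37C. Lysates were then assayed for phospho-KAP-1 by AlphaLISA (anti-pKAP1 donor, anti-KAP1 acceptor beads), 6 hr at 25C.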
BCR signal inh: chronic active BCR signaling inhibition; ABC-DLBCL IkBa-CBG/CBR reporter, luminescence ratio, 4 h; Potency, µM (doses to about 46.1 µM), inactives show at the top dose ratio change, negative = lower green/red ratio, usual class: inhibitors; actives 0.05% (n = 340,000); AID 493014; active = well fitted inhibition curve with a large enough effect in the signal ratio, with a control signal flat, not every such curve was filed as active; inconclusive = small, poorly fitted or top-dose-only effect, or effect the other way, or a change in a side signal; the % refers to the signal ratio;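 also: potency is read from the fitted curve at half-maximal effect; plate controls were basal doxycycline-induced cells for no effect and cells given 10 µM MG132 for full effect; MG132 reads +100%, hits lower the ratio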
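Compounds up to 46 uM were incubated four hours with TMD8 cells whose green CBG68 luciferase is fused to IkappaBalpha; red CBR luminescence normalised the signal, and concentration-effect curves were fitted to fusion, red and ratio data.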
MLL CXXC-DNA inh: MLL CXXC-DNA interaction inhibition. MLL-CXXC / FITC-HOXA9 DNA fluorescence polarization. actives 0.037% (n = 290,000). Potency, µM (top dose mostly 115 µM), for the others: top-dose activity change, negative = inhibition, actives largely listed as inhibitors. Q03164. AID 2662; active = well fitted inhibition curve with a large enough effect in the polarisation, with a control signal flat, not every such curve was filed as active; inconclusive = small, poorly fitted or top-dose-only effect, or effect the other way, or a change in a side signal; inactive = no such curve, though single readings can be large or run the other way; the % refers to the polarisation; also: potency is read from the fitted curve at half-maximal effect
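Purified MLL-CXXC (added from a 7 uM solution) was preincubated 5 min at ambient with pinned compounds in 50 mM Tris-HCl pH 7.5, 50 mM NaCl, 1 mM DTT, 0.05% BSA. Fluorescein-labeled HOX-A9 DNA (50 nM solution) followed, 30 min, then polarization read.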
FBPA coupling cs: counter-screen for Giardia aldolase inhibitors: coupling enzyme system; coupling enzyme system counterscreen, AmpLite Red fluorescence; activity change, negative = inhibition, % at 58.2 µM, hits read low; actives 0.67% (n = 290,000); AID 2472; in the data active = activity change below about -30%; also: % is scaled to controls: 0 for no effect and ±100 for the full control effect
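Counterscreen of the coupled detection system alone, without aldolase: glyceraldehyde-3-phosphate coupling enzymes plus AmpLite Red readout. Compounds at 57.5 uM final, 10 min RT preincubation, 20 min RT reaction, fluorescence 525/598 nm.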
Tb PFK inh: inhibitors of T. brucei phosphofructokinase. AID 485367. T. brucei PFK, ADP-Glo luminescence. Potency, µM (doses to about 57.5 µM), for inactives: top-dose activity, negative = inhibition, hits mostly inhibitors. actives 0.17% (n = 330,000);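 also: potency is read from the fitted curve at half-maximal effect; 0% = uninhibited 1x PFK enzyme wells and -100% = no-enzyme wells; nearly all actives have a fitted effect of over 60% in size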
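ADP-Glo luminescence quantified ADP after 45 min at room temperature, with 1.25 nM T. brucei PFK, 0.1 mM ATP and 0.5 mM fructose-6-phosphate in pH 8.0 TEA buffer. qHTS titrations up to 57 µM; curves classified by quality.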
Active calls of the source: *; i = inactive; ? = inconclusive; / = not tested or not shown; & = joins results of further samples; [ ] = dose if it differs, or a comment. Unless noted, calls follow the shape of the dose curve; as a rule, active = well fitted curve in the direction sought with a large enough effect; inconclusive = small, poorly fitted or top-dose-only effect, or another doubt; inactive = no such curve, though single readings can be large; an effect the other way counts as inactive or inconclusive.

SMILES	TCR act	Giardia killer	GALK inhibitor	KCNH2 WT inh	TSHR antag	AT treatment	BCR signal inh	MLL CXXC-DNA inh	FBPA coupling cs	Tb PFK inh
CCCc1cnc(N2CCN(S(C)(=O)=O)CC2)nc1	3%	-11	12%	0	0	-6%	-1%	5%	2	2%
COc1ccc(S(=O)(=O)N/N=C(/C)c2ccc(Cl)cc2)cc1	12%	-9	-1%	-5	-4	9%	6%	-3%	0	-8%
CC(C)C(C)NC(=O)CN1C(=O)NC2(CCc3ccccc3C2)C1=O (stereo not drawn)	-1%	-5	-4%	8	16	-4%	2%	-6%	2	-2%
CN(C)P(=NC(=O)COc1ccc(Cl)cc1Cl)(N(C)C)N(C)C	2%	-3	-2%	-8	-16	4%	2%	-5%	2	2%
CCCCOc1ccc(C(=O)NCC(=O)NCCOc2ccccc2)cc1	-4%	-10	/	1	-5	10%	5%	/	/	0%
CCOC(=O)CSc1nc2ccccc2c(=O)n1-c1ccc(C(=O)NCCOC)cc1	1%	0	3%	-31	12	/	-12%&0%	4%	-2	-5%
Cc1nc(-c2ccc(Cl)cc2)sc1C(=O)NNC(=O)C(C)C	-10%	10	/	21	-3	-8%	1%	-10%	-1	0%
CN(C)S(=O)(=O)c1ccc(-c2ccccc2)cc1	-12%	-1	6%	-3	-20	-1%	-4%	7%	1	-1%
CC(=O)Nc1ccc(NC(=O)COC(=O)c2ccc([N+](=O)[O-])o2)cc1	0%	-3	/	4	/	1%	-1%	/	/	-2%
Cn1cnc2nc3n(c2c1=O)CCC3	-3%	-2	3%	-6	/	/	/	-4%	0	/
Cc1ccccc1OCC(=O)NC(=S)Nc1cccc2cc(O)ccc12	1%	-13	5%	0	14	1%	0%	-1%	/	-11%
COC(=O)c1ccc(NC(=O)C2CCCN2S(=O)(=O)c2ccc(C)cc2)cc1 (stereo not drawn)	-2%[46.1 µM]	11	-1%	1	-10	6%	1%	1%	-2	2%
CCOC(=O)/C=C/[C@H]1CC(c2ccccc2)(c2ccccc2)CO1	5%	-18	/	-4	-26	7%	3%	/	/	9%
COC(=O)c1[nH]c2cccc(C)c2c1NC(=O)CN1CCCc2ccccc21	9%[46.1 µM]	-15	-1%	-7	-3	/	?	13%	0	-3%
O=C(c1ccco1)N1CCN(c2ncnc3scc(-c4ccccc4)c23)CC1	-3%	-1	1%	1	1	-3%	0%	?	13	-4%
CCCCS(=O)(=O)Nc1ccc(C(=O)NCC2CCCO2)cc1 (stereo not drawn)	-86%	4	-1%	1	2	4%	4%	0%	2	21%
Cc1ccc(-n2cc(CN3CCN(Cc4nccn4C)CC3)c(-c3ccc(F)cc3)n2)cc1	10%	0	0%	50	-5	1%[11.5 µM]	-13%	-11%	-2	10%
COc1cc(SC)ccc1C(=O)OCC(=O)N1CCCC1	8%	9	-3%	-5	-3	7%	2%	8%	1	1%
CCCNc1ncccc1C(N)=O	-13%	-11	1%	2	-3	-8%	7%	-1%	10	4%
CN1C(C(=O)NCc2ccco2)CC2Cn3c(nc4cc(Cl)c(Cl)cc43)C21 (stereo not drawn)	-3%	-6	0%	-2	5	14%	0%	-22%	1	-9%
COc1ccc(CNC(=O)C(C)OC(=O)CCN2C(=O)C3CC=CCC3C2=O)cc1 (stereo not drawn)	6%	7	/	-3	-12	-2%	-6%	/	/	4%
COc1cccc(CNS(=O)(=O)c2ccc3c(c2)N(C(C)=O)CCS3)c1	-8%	11	-3%	0	-9	-15%	-4%	4%	/	-2%
S=C(NCc1ccco1)N/N=C/c1ccc(Cl)cc1	-2%[46.1 µM]	-15	4%	-6	1	0%	?	2%	1	-3%
Nc1nncn1C(=O)CCCOc1ccccc1	1%	-1	0%	6	3	2%	-17%	118%[activator]	0	1%
Cc1cccc(NC(=S)NCc2ccc3c(c2)OCO3)c1	-1%[46.1 µM]	-6	1%	-2	-6	3%	?	-2%	2	0%

Looked up above:
Value of CCCNc1ncccc1C(N)=O in BCR signal inh: 7%
Value of Cc1ccccc1OCC(=O)NC(=S)Nc1cccc2cc(O)ccc12 in MLL CXXC-DNA inh: -1%

New compounds follow.
SMILES	TCR act	Giardia killer	GALK inhibitor	KCNH2 WT inh	TSHR antag	AT treatment	BCR signal inh	MLL CXXC-DNA inh	FBPA coupling cs	Tb PFK inh
CCc1ccc(NC(=O)C2CCCN(S(C)(=O)=O)C2)cc1 (stereo not drawn)	0%	16	0%	1	6	-1%	-3%	4%	3	-5%
O=S(=O)(c1ccc(NC(=S)N/N=C/c2ccc(Oc3ccccc3)cc2)cc1)N1CCOCC1	-2%	25	2%	i	-3	5%	2%	-6%	-1	-7%
Cc1cc(NCc2ccc(F)cc2Cl)n2nnnc2n1	-9%	5	-3%	0	0	2%	4%	14%	-1	-3%
COc1ccc(N2CCN(C(=O)CN(C3CCCCC3)S(C)(=O)=O)CC2)cc1	-27%	-2	5%	-9	-6	-3%	?	-4%	2	2%
COc1ccccc1CCC(=O)N1CCN(C(=O)c2ccccc2)CC1	1%	-6	/	-7	1	0%	0%	4%	-2	1%
COc1cccc(CNC(=O)c2ccc(NC(=O)CC3SC(N4CCCCC4)=NC3=O)cc2)c1 (stereo not drawn)	-3%	19	/	-16	10	-3%	-6%	/	/	-2%
CC(/C=C/c1ccccc1)=N\NC(=O)c1ccc(Br)cc1	0%	21	-1%	-7	17	1%	-18%	35%[activator]	2	-1%
Cc1cc(SCC(=O)OCC(=O)NC(C)c2ccccc2)c(C)cc1Br (stereo not drawn)	-3%[46.1 µM]	-5	2%	-2	-17	5%	0%	1%	2	1%
O=C(CNc1cccc2ccccc12)N/N=C/c1cccc(Oc2ccccc2)c1	0%	-8	1%	-10	3	-4%	8%	14%	-32*	0%
Cc1oc(C(C)(C)C)cc1C(=O)Nc1ccc(N2CCOCC2)cc1	-1%	6	-3%	1	-3	4%	-19%	-2%	-2	24%
COC(=O)c1ccc(-c2c(-c3ccccc3)ncc3cc(OC)c(OC)cc23)cc1	3%	-14	/	14	13	-16%	-7%	/	/	?
CCN(CC)CCNC(=O)NC1CCCCC1	2%	-6	1%	-2	-1	8%	?	2%	1	-4%
N#Cc1nc(-c2ccco2)oc1N1CCN(C(c2ccccc2)c2ccccc2)CC1	1%	-7	-2%	-7	-34	4%	0%	25%	-1	3%
Nc1ccnc(=O)[nH]1	11%	0	/	0	-2	9%	1%	/	/	4%
CC(=O)N1CCN(C(=S)c2cccc([N+](=O)[O-])c2)CC1	2%[46.1 µM]	-24	0%	-1	11	-1%	-2%	4%	11	3%
CCCn1c(SCC(=O)N2CCCC(C)C2)nnc1-c1ccccn1 (stereo not drawn)	-4%	24	3%	3	6	-2%	-11%	1%	0	-1%
CC(=O)c1ccc(-c2ccc(C(=O)N3CCN(c4ccc(F)cc4)CC3)o2)cc1	0%	-11	0%	19	-5	9%	-18%	5%	-2	-2%
Cc1cc(Cl)c(S(=O)(=O)N2CCCCCC2)cc1OCC(N)=O	-5%	-20	-3%	4	11	-7%	?	-1%	0	2%
CC1(C)[C@H]2CC=C(CN3CCC(N4CCC(C(=O)N5CCCC5)CC4)CC3)[C@@H]1C2	-6%	3	12%	11	0	0%	-1%	7%	1	0%
O=[N+]([O-])c1cc([N+](=O)[O-])c2cccnc2c1Oc1ccccc1O	-4%[46.1 µM]	8	0%	-4	-13	-5%	-20%	-29%	-3	7%
CCN1CCN(C(CNS(=O)(=O)c2ccc(C)cc2)c2ccccc2)CC1 (stereo not drawn)	-6%	-1	/	10	5	-12%	7%	5%	1	1%
Cn1c(=O)n(CC(=O)O)c(=O)c2c1nc1n2CCCN1Cc1ccccc1	-4%	-8	-4%	-7	0	-44%[inhibitor]	6%	9%	2	1%
Cc1sc2nc(SCC(=O)NCc3ccco3)[nH]c(=O)c2c1C	-2%	12	1%	31	3	-1%	0%	10%	5	-11%
Cc1cc(C)c2c(c1)/C(=N\N=c1\sc3ccccc3n1C)C(=O)N2	9%	-2	-3%	2	0	-9%	1%	1%	-3	4%
CC(=O)c1cccc(S(=O)(=O)N2CCC(C(=O)N(C)Cc3ccc(Cl)s3)CC2)c1	13%	-17	/	-1	15	11%	6%	/	/	-22%
Cc1ccccc1-c1noc(-c2ccccc2C(=O)NCC2CCCO2)n1 (stereo not drawn)	-4%	10	1%	-1	7	6%	-10%	5%	1	0%
O=C(C1CCN(S(=O)(=O)c2cccc3cccnc23)CC1)N1CCN(c2ccccn2)CC1	-19%	10	-5%	-2	7	-3%	4%	0%	0	2%

The order is random. Share with any hit: about 1.6%.
